Screens as filed in PubChem BioAssay.
LYPLA2 counter: blocks human lysophospholipase 2, a PME1 counter-screen | O95372 | recombinant LYPLA2, FP-Rh probe fluorescence polarization | inhibition, % at 5.9 µM | 320,000 compounds, 0.38% hits | AID 2177;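 active means inhibition above the screen-wide mean plus 3 SD, limit set per campaign, cut at about 26% in these data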;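 further: 0% = LYPLA2 with DMSO and 100% = wells lacking LYPLA2 enzyme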
PAFAH1B3 FP inh: inhibitors of human PAFAH1B3 | Q15102 | recombinant PAFAH1B3, FP-rhodamine probe, fluorescence polarization | inhibition, % at 3.39 µM | 340,000 compounds, 0.28% hits;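 active means inhibition above the screen-wide average of all tested compounds plus 3 SD, cut at about 25% in these data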;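 further: 0% = enzyme with DMSO only and 100% = wells lacking PAFAH1B3 protein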
Target sequence (Q15102 whole entry, looked up): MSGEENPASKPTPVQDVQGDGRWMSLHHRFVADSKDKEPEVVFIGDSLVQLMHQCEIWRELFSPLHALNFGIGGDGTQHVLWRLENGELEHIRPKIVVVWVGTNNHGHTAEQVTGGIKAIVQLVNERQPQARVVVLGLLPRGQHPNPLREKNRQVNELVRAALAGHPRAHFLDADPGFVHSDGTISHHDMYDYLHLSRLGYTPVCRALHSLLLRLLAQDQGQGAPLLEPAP
PAD4 FP inh: PAD4 (human) enzyme inhibition | Q9UM07 | recombinant PAD4, RCA probe fluorescence polarization | inhibition, % at 6.36 µM | 330,000 compounds, 0.41% hits | AID 485272;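 active means percent inhibition above a cutoff equal to the mean of all tested compounds plus 3 SD, cut at about 15% in these data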;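 further: 0% = PAD4 with RCA probe and DMSO and 100% = probe without PAD4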
PAFAH1B2 FP inh: PAFAH1B2 (human) inhibition; P68402; recombinant PAFAH1B2, FP-rhodamine activity probe, fluorescence polarization; inhibition, % at 3.39 µM; 340,000 compounds, 1.2% hits; AID 492953;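 active means inhibition above the mean of all tested compounds plus 3 SD, cut at about 24% in these data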;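 further: 0% = enzyme with DMSO and 100% = wells lacking PAFAH1B2; many of its hits are not listed in these tables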
Target sequence (P68402 whole entry, looked up): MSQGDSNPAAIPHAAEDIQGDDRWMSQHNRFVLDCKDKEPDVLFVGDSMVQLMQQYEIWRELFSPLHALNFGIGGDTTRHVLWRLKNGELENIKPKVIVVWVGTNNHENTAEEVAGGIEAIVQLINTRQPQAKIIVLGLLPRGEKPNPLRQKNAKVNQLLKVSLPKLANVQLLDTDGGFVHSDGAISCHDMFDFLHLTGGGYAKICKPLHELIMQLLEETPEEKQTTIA
pPAFAH FP inh: pPAFAH (human) enzyme inhibition; Q13093; recombinant pPAFAH, FP-rhodamine probe fluorescence polarization; inhibition, % at 3.39 µM; 330,000 compounds, 1.5% hits;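 active means inhibition above the mean inhibition across the screen plus 3 SD, cut at about 25% in these data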;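 further: inhibitors block binding of the rhodamine activity-based probe so polarization drops; 0% = enzyme with DMSO and 100% = wells lacking pPAFAH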
Target sequence (Q13093 whole entry, looked up): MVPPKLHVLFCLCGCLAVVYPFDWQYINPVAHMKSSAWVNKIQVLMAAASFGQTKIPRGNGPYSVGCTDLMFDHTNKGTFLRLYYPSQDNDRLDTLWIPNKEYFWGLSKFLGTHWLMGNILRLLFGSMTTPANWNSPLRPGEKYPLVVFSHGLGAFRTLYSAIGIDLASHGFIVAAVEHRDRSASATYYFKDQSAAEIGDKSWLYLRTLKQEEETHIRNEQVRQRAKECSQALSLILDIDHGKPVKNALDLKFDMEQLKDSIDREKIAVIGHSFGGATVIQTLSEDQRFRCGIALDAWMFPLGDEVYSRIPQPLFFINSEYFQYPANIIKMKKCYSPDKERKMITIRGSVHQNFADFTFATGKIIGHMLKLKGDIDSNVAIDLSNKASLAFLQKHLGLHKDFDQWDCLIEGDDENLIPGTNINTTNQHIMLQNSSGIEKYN
LYPLA1 inh: LYPLA1 (human) inhibition in PME1 counter-screen; O75608; recombinant LYPLA1, FP-Rh probe fluorescence polarization; inhibition, % at 5.9 µM; 320,000 compounds, 0.16% hits; AID 2174;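 active means inhibition above the mean of all tested compounds plus 3 SD, set per campaign, cut at about 14% in these data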;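 further: inhibitors block serine hydrolase probe labeling of LYPLA1 so polarization falls; 0% = enzyme with DMSO and 100% = wells lacking LYPLA1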
GSTO1 counter: blocks human GSTO1 in RBBP9 counter-screen. P78417. recombinant GSTO1, activity-based probe fluorescence polarization. inhibition, % at 5.96 µM. 300,000 compounds, 1.1% hits. AID 1974;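 active means inhibition above the campaign mean inhibition plus 3 SD, cut at about 35% in these data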;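 further: 0% = GSTO1-1 with DMSO and 100% = wells lacking GSTO1-1 enzyme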
PREPL inhibitor: inhibitors of human prolyl oligopeptidase-like enzyme PREPL | Q4J6C6 | recombinant PREPL, fluorescence polarization activity-based probe | inhibition, % at 5.96 µM | 320,000 compounds, 0.68% hits | AID 2751; in the data active means inhibition above about 43%;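 further: 0% = enzyme with DMSO and 100% = wells lacking enzyme; many of its hits are not listed in these tables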
PAFAH2 inh: inhibitors of human PAFAH2; 340,000 compounds, 0.99% hits; AID 492956; inhibition, % at 3.39 µM; recombinant PAFAH2, FP-rhodamine activity probe, fluorescence polarization;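 active means inhibition above the mean over all tested compounds plus 3 SD, cut at about 30% in these data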;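 further: inhibitors block probe labeling of enzyme so polarization drops; 0% = enzyme with DMSO and 100% = wells lacking PAFAH2 protein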
Starred values were filed as active, the others as inactive; / = no result given.

SMILES	LYPLA2 counter	PAFAH1B3 FP inh	PAD4 FP inh	PAFAH1B2 FP inh	pPAFAH FP inh	LYPLA1 inh	GSTO1 counter	PREPL inhibitor	PAFAH2 inh
CCCn1c(C(=O)c2ccccc2)nc2ccccc21	0	10	4	1	-3	0	-7	32	8
O=S(=O)(NC1CCCC1)OCC(Cl)(Cl)Cl	2	-4	-1	9	10	1	-5	-3	8
O=P(c1ccccc1)(c1ccccc1)N1CCCCC1	2	1	-3	0	1	1	-1	4	-3
C[C@@H]1CC[C@@]2(NC1)O[C@H]1C[C@H]3[C@@H]4CC=C5C[C@@H](O)CC[C@]5(C)[C@H]4CC[C@]3(C)[C@H]1[C@@H]2C	4	1	3	-2	1	-1	-1	-1	0
O=C(NC(=S)N1C[C@H]2C[C@H](C1)c1cccc(=O)n1C2)c1ccc(F)cc1	-1	5	3	3	4	4	6	5	2
COc1ccc(C(=O)Cn2c(NCCCl)nc3ccccc32)cc1	4	8	2	5	1	0	20	17	-4
COC(=O)c1ccccc1OP1(=O)COc2ccccc2OC1	3	7	0	7	1	0	2	-5	-1
Cn1c(O)c(/C=N/c2ccccn2)c(=O)n(C)c1=O	-4	7	0	-1	4	-4	4	-7	7
Cc1ccc(S(=O)(=O)N(C)C/N=C(\N)N[N+](=O)[O-])cc1	3	/	-9	/	-1	-1	8	-1	/
CN(C)C(=O)CSc1nnc([C@@H](N)Cc2ccccc2)o1	0	5	0	5	2	3	-2	-14	7
CC(C)(C)C(=O)OCC12CCC(O1)C1(C)C(=O)OCC21 (centres undefined)	1	8	3	1	1	0	-1	10	-5
Cn1cccc1CNCCc1ccc(F)cc1	3	3	0	-8	2	-2	0	14	-1
CSc1ncc(/C=C2/C(=O)NC(=O)N(c3ccc(C(C)C)cc3)C2=O)cn1	-3	3	-1	3	15	-5	2	1	-4
Cc1cc(S(=O)(=O)NCC(C)C)ccc1OCC(=O)N1CCN(Cc2ccccc2)CC1	-2	-2	-5	2	10	2	-3	-11	-1
N#C/C=C/C#N	8	5	1	3	4	1	/	6	-4
NP(=O)(OCCCc1ccccc1)Oc1ccccc1 (centres undefined)	6	6	1	62*	2	0	10	23	24
CS(=O)(=O)N1CCN(C(=N)N[N+](=O)[O-])CC1	1	2	-4	2	7	-4	-3	-1	4
C(=NC12CN3CN(CN(C3)C1)C2)c1cccnc1	1	2	6	4	0	1	-3	10	-6
O=c1[nH]c(=O)n(CCc2ccccc2)c(O)c1C=NCCCn1ccnc1	-7	3	0	5	3	-3	5	4	2
O=C1CC(=O)N(c2cccc(Cl)c2)C(=O)N1	-1	0	1	10	9	1	11	-2	1
CCN1CCN(c2nc([N+](=O)[O-])nn2C)CC1	-3	2	1	0	4	-1	-1	-1	3
COc1cc(/C=N/NC(=O)CN2CC(c3ccccc3)CC2=O)ccc1OC(=O)N(C)C (centres undefined)	-8	5	-1	-7	10	1	-2	4	-2
CC(N)Cc1c[nH]c2ccc(Cl)cc12 (centres undefined)	-1	3	4	3	1	-2	4	-6	-7
CCCCn1c(O)c(C(CC)=NC(C)c2ccccc2)c(=O)[nH]c1=O (centres undefined)	-4	3	1	-1	9	-5	-5	19	-5
O=C(COc1ccc(Cl)cc1)N(c1ccc(Cl)cc1)C1CN2CCC1CC2 (centres undefined)	11	3	1	1	-1	1	-6	5	4
CN1CCN(c2ccc3c(c2)S(=O)(=O)c2ccccc2C3=O)CC1	0	2	1	-4	-1	-5	4	-4	-6
O=P1(NCCCn2cc[n+](Cc3nc4ccccc4[nH]3)c2)C=C(c2ccccc2)OC(c2ccccc2)=C1	6	10	2	-2	5	0	-5	-42	7
CCOc1ccc(CN2CCCC(C(=O)c3ccccc3OC)C2)cc1 (centres undefined)	-1	2	-5	3	0	0	4	13	1
CC1(C)CN=C(NCc2ccccc2)S1	6	5	-1	3	-2	-1	8	1	3
Cc1ccc(-n2c(O)c(C=NCc3cccnc3)c(=O)[nH]c2=O)cc1C	2	12	-1	4	1	-1	9	4	10
CCN1C(=O)NC(=O)/C(=C/c2cc(C)n(-c3sc(C)c(C)c3C#N)c2C)C1=O	2	10	0	5	-5	-6	15	1	16
CCOC(=O)C(O)(c1ccc(NC(=S)NC(=O)c2ccc(Cl)cc2Cl)c(C)c1)C(F)(F)F (centres undefined)	-11	-9	2	-4	2	-3	0	1	-17
COc1ccc(C2C([N+](=O)[O-])=C(N)Oc3c2c(=O)oc2ccccc32)cc1 (centres undefined)	-8	/	-2	/	-1	-8	6	2	/
CC(C)CCCn1c(O)c(/C=C2/C=CC=N2)c(=O)[nH]c1=O	0	-12	-1	1	2	-4	2	4	1
COc1ccc(/C=C/C(=O)c2c(O)n(CCC3=CCCCC3)c(=O)[nH]c2=O)cc1OC	1	5	-5	8	1	-1	-11	-1	-6
O=C(N/N=C/c1c(O)n(-c2cccc3ccccc23)c(=O)[nH]c1=O)c1ccncc1	2	7	-5	7	8	0	6	2	5
O=c1[nH]oc2c1CCNC2	-1	9	5	-1	0	-1	9	-12	8
CCC(=NCc1ccc2c(c1)OCO2)c1c(O)n(C)c(=O)n(C)c1=O	-4	0	-5	0	6	-2	0	23	-1
c1cc2c(cc1[C@H]1OC[C@H]3[C@@H]1CO[C@@H]3c1ccc3c(c1)OCO3)OCO2	11	6	2	3	1	2	4	-14	2
CCC(=NCCN1CCOCC1)c1c(O)n(C2CCCCC2)c(=O)[nH]c1=O	2	2	-2	1	-3	1	-4	-6	4

A draw from above in order of SMILES length, lowest first:
SMILES	LYPLA2 counter	PAFAH1B3 FP inh	PAD4 FP inh	PAFAH1B2 FP inh	pPAFAH FP inh	LYPLA1 inh	GSTO1 counter	PREPL inhibitor	PAFAH2 inh
CC1(C)CN=C(NCc2ccccc2)S1	6	5	-1	3	-2	-1	8	1	3
Cc1ccc(-n2c(O)c(C=NCc3cccnc3)c(=O)[nH]c2=O)cc1C	2	12	-1	4	1	-1	9	4	10
c1cc2c(cc1[C@H]1OC[C@H]3[C@@H]1CO[C@@H]3c1ccc3c(c1)OCO3)OCO2	11	6	2	3	1	2	4	-14	2

Carrying on:
SMILES	LYPLA2 counter	PAFAH1B3 FP inh	PAD4 FP inh	PAFAH1B2 FP inh	pPAFAH FP inh	LYPLA1 inh	GSTO1 counter	PREPL inhibitor	PAFAH2 inh
CCCCn1c(O)c(C=NC2CC3CCC2(C)C3(C)C)c(=O)[nH]c1=O (centres undefined)	7	3	-5	6	-2	4	-1	7	-3
CCCCCn1c(=O)c(C(=O)Nc2cc(C)ccn2)c(O)c2ccccc21	-3	-7	1	-2	4	-2	-1	2	2
CC(=O)[C@@]1(O)CCC2C3CC=C4C[C@@H](O)CC[C@]4(C)C3CC[C@@]21C (some centres undefined)	/	11	-4	2	-1	/	/	6	9
Cc1ccc(N2C(=O)NC(=O)/C(=C\c3cn(CC(=O)O)c4ccccc34)C2=O)cc1	5	0	-8	1	-6	1	11	24	-4
COc1ccc(-c2nn(CCC#N)cc2C(=O)Nc2ccccc2Cl)cc1	3	-2	-3	0	2	-2	7	11	-2
Cc1c(C(=O)Nc2ccccc2)c2cc(O)ccc2n1Cc1ccccc1	-2	4	1	11	2	-1	-2	15	-1
COC(=O)C1=C(c2ccc(OC(F)(F)F)cc2)C[C@@H]2CC[C@H]1N2C(=O)N1CCCCC1	4	11	-1	2	2	-1	/	-7	-4
CCN1CCN(C(=O)COc2ccc3c(c2)C(=O)CC2(CCN(C(C)=O)CC2)O3)CC1	2	2	0	3	-1	-4	3	-1	4
Cc1cc(C)c(NC2=NCCCS2)c(C)c1	-2	5	-3	2	-2	-1	-6	2	18
COC(=O)C1=C(c2cccc(OC)c2OC)C[C@@H]2CC[C@H]1N2C(=O)NCc1cccc2ccccc12	-1	3	0	0	3	-4	1	-1	5
COC(=O)C1=C(c2ccc(S(C)(=O)=O)cc2)C[C@@H]2CC[C@H]1N2C(=O)NCc1cccc2ccccc12	-3	2	-3	3	6	0	0	5	5
COC(=O)C1=C(c2cccc(C#N)c2)C[C@@H]2CC[C@H]1N2C(=O)NCc1cc(C)oc1C(F)(F)F	0	10	0	1	2	2	/	8	5
Cc1cc([P+](=O)O)c(C)n1-c1ccc(Br)cc1	-4	6	-5	-6	10	-1	-2	6	5
O=C1NC(=O)N(c2ccc3c(c2)OCO3)C(=O)/C1=C/c1ccsc1	-6	0	0	3	0	-2	-3	2	15
COC(=O)c1ccc(-n2c(C)nc3ccccc3c2=O)cc1	4	4	-3	2	3	0	-10	-1	-14
COP(=O)(NC(=O)C(Cl)(Cl)Cl)OC	0	0	0	4	3	-1	13	-2	6
C[C@]12CC[C@H](O)CC1=CC(=O)C1C2CC[C@]2(C)C(=O)CCC12 (some centres undefined)	/	6	9	4	-2	/	/	14	8
COC(=O)C(O)(c1ccc(N(C)S(=O)(=O)c2ccccc2)cc1)C(F)(F)F (centres undefined)	1	5	2	4	5	-3	-8	5	-6
CN1CCN(c2c(C#N)c(C(F)(F)F)nn2C)CC1	3	11	-3	2	2	2	1	10	1
NC(=O)CN1C2CCC1CC(NC(=O)C1CC1)C2 (centres undefined)	-3	4	-3	2	3	-6	-8	-2	-2
O=C1CC(c2cccnc2)=NN1c1ccc(Cl)cc1Cl	4	0	4	1	4	-1	14	-5	7
Clc1ccc(Cn2ccnc2)cn1	3	-1	6	0	-3	-3	-2	0	5
CC12CC[C@H]3[C@@H](CCC4(O)C[C@H](O)CCC34/C=N/NC(=O)c3ccccc3F)C1(O)CCC2C1=CC(=O)OC1 (some centres undefined)	4	1	-6	0	-3	-1	-2	5	-4
CN(C)CCN(CC1CCCN(Cc2ccccc2F)C1)C(=O)Cc1ccccc1F (centres undefined)	0	4	4	3	-5	-3	-4	8	-2
COC(=O)c1ccc(N=C(c2ccccc2)c2c(O)n(C)c(=O)n(C)c2=O)cc1	1	11	6	8	4	2	2	-1	12
COc1ccc(NC(=O)N2CCC3(CC2)OCCO3)cc1	1	10	1	0	1	1	5	19	9
COCCCn1c(N)c(C(=O)NCCC(C)C)c2nc3ccccc3nc21	-9	21	-10	6	16	-6	39*	18	3
CN(C)C(=O)On1c(-c2ccccc2)nc2ccc(Cl)cc21	4	-1	6	15	4	-7	2	13	4
CCCCn1c(N)c(C(=O)NCc2cccs2)c2nc3ccccc3nc21	1	-1	2	-8	12	-3	61*	17	1
CN1CCN(c2ccc([N+](=O)[O-])c(NCC3CCCO3)c2)CC1 (centres undefined)	-3	6	3	0	2	2	3	-3	-5
COc1ccccc1-n1c(-c2ccccc2F)nc2ccccc2c1=O	3	16	2	4	-2	-1	1	23	-6
CCn1c(=N)n(Cc2ccccc2F)c2ccccc21	5	6	-4	2	-4	2	5	3	2
COc1ccc(Nc2ncc(C(=O)N3CCC4(CC3)OCCO4)c3ccccc23)cc1	6	-2	3	0	4	0	3	12	-1
O=C1COc2ccc(C(=O)COC(=O)Cc3ccccc3)cc2N1	9	4	1	5	5	1	-2	16	3
CN(C)c1ccc(/C=C/[N+](=O)[O-])cc1	-6	1	-2	0	0	0	13	-2	4
O=C(COC(=O)c1cccc(O)c1)Nc1ccc(Cl)cc1C(=O)c1ccccc1	-12	-7	-1	-1	2	-2	-5	-12	26
Cc1ccc2c(c1)C(c1ccccc1)=NCC(=O)N2C	-5	-3	0	4	1	-1	7	-54	-2
CC(NC1=NCCS1)c1ccccc1 (centres undefined)	2	4	-1	6	2	0	16	1	-14
O=C1NC(=O)N(c2ccccc2)C(=O)/C1=C\c1ccc([N+](=O)[O-])s1	-9	/	-6	/	56*	-3	35	12	/
CSc1ccc(CN2CCN(C(=O)COc3ccc(C)cc3)CC2)cc1	3	1	2	-1	6	2	2	-3	2

These rows are one share of the data; rates above refer to the full screens.
